EWS-Fli block = inhibitors of EWS/Fli oncoprotein transcriptional activity; inhibition, % at 12.6 µM; A673 NR0B1-luciferase reporter, viability-normalised; hit rate 0.67% among 350,000;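 active = mean inhibition of at least 50% after viability correction, with every replicate also passing that limit; inconclusive = mean reaches 50% but only one of two replicates passes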;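 also: firefly luciferase signal divided by Alamar Blue viability fluorescence both relative to DMSO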
Xi reactivation = X-chromosome reactivation activator | XiGFP mouse fibroblasts, % GFP-positive cells imaging, 3 d; cells co-treated with 5-aza-dC sensitizer; scaled so ellipticine positive control = 100% | hit rate 0.055% among 360,000 | activation, % at 7.58 µM;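 active = mean normalized replicate activation at least 10% and every replicate at or above 10%; inconclusive = only one of the two criteria met; inactive = mean below 10% and not all replicates reach 10%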;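 also: 0% = median of on-plate neutral control wells and 100% = ellipticine 6 µM median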
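material = 68-5-11 XiGFP fibroblast line | medium = DMEM plus 5-aza-dC sensitizer | schedule = 3 days compound exposure | benchmarks = positive control ellipticine, 6 µM final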
INS-1E GSIS act = primary screen for activators of insulin secretion dependent on glucose, INS-1E cells, GLuc reporter luminescence; INS-1E GLuc reporter insulin secretion, 2-3 h; activation, % at 16.6 µM; hit rate 0.61% among 370,000; AID 743287;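 active = lowest replicate activation of at least 40%, so every replicate reaches that level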;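 also: 0% = median of neutral control wells and 100% = median of IBMX positive control wells; some compounds called inactive have numbers as strong as hits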
DENV2 CPE = inhibitors of DENV2 cytopathic effect | hit rate 1.7% among 350,000 | AID 651640 | DENV2-infected cells, cytopathic effect rescue, plate reader | CPE inhibition, % at 9.99 µM; in the data active = CPE inhibition above about 20%, passing the limit was not always enough; inconclusive = no clear call, values can overlap the other calls; tested in BHK-21 cells;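 also: 0% = median of neutral control wells and 100% = median of positive control wells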
F508del corr = CFTR F508del correction in bronchial cells. hit rate 0.36% among 350,000. AID 720511. activity (quench increase), % at 7.58 µM. CFBE cells, YFP halide quenching; stimulated with forskolin plus potentiator P3; % fluorescence drop versus neutral controls;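 active = mean added fluorescence quench of at least 8% versus neutral control, with both replicates also reaching 8%; inconclusive = only one of the mean or replicate conditions met; inactive = mean below 8% and not both replicates reaching 8%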;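 also: cells transiently co-express mutant CFTR-F508del with the halide-sensitive YFP; corrector assay measuring rescue of mutant channel to the surface after 24 h compound exposure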
PAX8 inh HTS = lowers PAX8-driven luciferase in RMG-I cells; inhibition, % at 12.6 µM; hit rate 1.2% among 360,000; RMG-I TPO-luciferase reporter, SteadyGlo, 24 h;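 active = mean replicate inhibition at least 60% with every replicate also reaching 60%; inconclusive = only one of the two criteria is met; inactive = mean below 60% and not all replicates reaching 60%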;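 also: luciferase light reporting Pax8 driven TPO promoter activity; plate controls were median of neutral control wells for no effect and mitoxantrone controls for full effect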
ARNT-TACC3 inh = disrupts binding between human ARNT and TACC3; Q9Y6A5; AID 623870; AlphaScreen His-ARNT PAS-B/GST-TACC3 binding, luminescence; TACC3 fragment carries E629A point mutation; hit rate 0.66% among 390,000; inhibition, % at 9.99 µM;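 active = mean inhibition of replicates at least 50% and at least half of replicates each reaching 50%; inconclusive = half or more replicates reach 50% but mean below 50%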;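 also: 0% = complete ARNT plus TACC3 wells and 100% = ARNT alone without TACC3; many hits fall short of the cut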
ERp5 block = blocks human ERp5 reductase activity on insulin. ERp5 insulin aggregation, absorbance 650 nm, 90 min. inhibition, % at 9.99 µM. hit rate 0.05% among 350,000;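 active = mean replicate inhibition above about 25%, with every replicate also reaching it, limit read from the data, passing the limit was not always enough; inconclusive = only one of those two criteria met; inactive = neither criterion met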
Target sequence (Q15084 whole entry, looked up): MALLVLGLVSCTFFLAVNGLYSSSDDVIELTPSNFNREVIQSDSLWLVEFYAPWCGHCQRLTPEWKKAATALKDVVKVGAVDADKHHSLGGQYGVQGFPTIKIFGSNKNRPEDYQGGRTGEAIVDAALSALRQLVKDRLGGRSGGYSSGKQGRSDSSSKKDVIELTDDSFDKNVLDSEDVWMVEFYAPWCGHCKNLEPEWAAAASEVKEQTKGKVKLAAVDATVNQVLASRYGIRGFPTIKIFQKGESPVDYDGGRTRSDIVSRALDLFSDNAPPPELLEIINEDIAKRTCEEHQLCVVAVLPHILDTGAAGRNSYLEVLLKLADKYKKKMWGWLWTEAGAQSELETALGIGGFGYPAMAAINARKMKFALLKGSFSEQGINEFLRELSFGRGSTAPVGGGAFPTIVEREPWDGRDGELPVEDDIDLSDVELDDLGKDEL
* hit, by the source's call; ? = inconclusive; · = not tested or not shown.

Preview (2 entries):
SMILES	EWS-Fli block	Xi reactivation	INS-1E GSIS act	DENV2 CPE	F508del corr	PAX8 inh HTS	ARNT-TACC3 inh	ERp5 block
CCN(CC)S(=O)(=O)c1cccc(C(=O)N[C@@H](C)c2nc3ccccc3[nH]2)c1	14.0	0.0	-12.6	-1.5	-0.4	17.6	·	0.4
O=C(COC(=O)Cc1ccsc1)Nc1ccc(Cl)cc1F	-2.6	0.1	-6.0	11.9	-3.5	-14.8	-11.8	-6.2

Results, from the start:
SMILES	EWS-Fli block	Xi reactivation	INS-1E GSIS act	DENV2 CPE	F508del corr	PAX8 inh HTS	ARNT-TACC3 inh	ERp5 block
CCN(CC)S(=O)(=O)c1cccc(C(=O)N[C@@H](C)c2nc3ccccc3[nH]2)c1	14.0	0.0	-12.6	-1.5	-0.4	17.6	·	0.4
O=C(COC(=O)Cc1ccsc1)Nc1ccc(Cl)cc1F	-2.6	0.1	-6.0	11.9	-3.5	-14.8	-11.8	-6.2
CNC[C@H]1Oc2c(cccc2N(C)C)C(=O)N([C@@H](C)CO)C[C@H]1C	2.2	-0.1	3.1	-3.3	-0.9	-4.2	-2.7	-1.5
CCOC(=O)Cn1cnc2c(sc3nc(C)cc(C)c32)c1=O	-25.9	0.2	4.1	-4.8	0.0	-21.2	-8.3	3.1
COC(=O)c1cccc(-n2c(C)cc(C=O)c2C)c1	11.6	-0.2	-7.3	·	·	10.0	-4.5	0.4
COc1ccc(N2C(=O)C(CC(=O)Nc3ccc(F)cc3)N(CCc3ccc(OC)c(OC)c3)C2=O)cc1 (configuration not stated)	2.4	0.2	-32.4	·	-1.3	5.0	-0.1	2.3
O=C(CSc1ncccn1)N1CCC(Cc2ccccc2)CC1	-11.3	0.0	-19.4	-1.0	-1.2	12.4	-1.3	-3.8
N#CCS(=O)(=O)c1ccccc1	-6.9	0.0	4.1	5.2	-1.6	-19.6	0.1	-1.5
CC(C)c1cc(CNC(=O)CCc2nnc(CCCc3ccccc3)o2)on1	-62.1	0.9	-9.6	3.5	2.3	-102.3	·	-2.9
O=C(C[C@@H]1CC[C@H]2[C@@H](COC[C@@H](O)CN2Cc2cccc(C(F)(F)F)c2)O1)NCCc1ccccc1	-3.6	-0.1	-13.9	25.7*	0.6	10.7	-14.8	-21.0
CCS(=O)(=O)N1Cc2cc(C(=O)N(C)C)nc(-c3cccc(-c4ccc(F)cc4)c3)c2[C@@H]1CCO	-4.9	0.2	-0.9	-4.3	4.5	11.3	·	-2.7
COC(=O)c1cc(C)sc1NC(=O)C1CC=CCC1C(=O)O (configuration not stated)	1.3	·	40.1	8.2	-4.4	·	-1.0	-5.9
CC(=O)OCCN(C)c1cc(SC(C)C)c2nonc2c1[N+](=O)[O-]	3.8	0.2	42.7	-6.4	-5.0	23.3	5.7	0.2
CC(C)NC(=O)N(C)C[C@H]1Oc2ncc(-c3cncnc3)cc2C(=O)N([C@H](C)CO)C[C@@H]1C	-6.1	0.5	3.7	·	4.5	-12.8	·	·
COc1cc(OC)cc(C(=O)N[C@H](C(=O)NC2=NCCS2)C(C)C)c1	2.9	0.3	·	16.0	0.9	-4.0	-11.2	-5.7
O=C(O)CCCC(=O)N1CCc2cc(S(=O)(=O)NCc3ccc(F)cc3)ccc21	13.6	0.0	4.0	1.7	-0.6	18.6	-10.5	-1.5
CC(=O)c1c(C)[nH]c(C(=O)COc2ccc3c(C)cc(=O)oc3c2)c1C	37.2	0.1	8.7	-5.1	2.6	-4.6	·	-8.0
COc1cc(OC)c2cc[nH]c2c1	1.2	1.2	·	-3.0	·	-14.7	-3.7	-4.3
COc1ccc(CN2C[C@@H](C)[C@H](OC)CN(C)C(=O)c3ccc(NC(=O)c4nc5ccccc5s4)cc3OC[C@@H]2C)cc1	-2.4	0.5	-8.1	0.3	-1.4	27.1	4.4	-7.0
COc1cc(NC(=O)CN2C(=O)COc3ccc(S(=O)(=O)N4CCCCC4)cc32)cc(OC)c1	·	0.1	-9.5	4.6	0.2	17.0	20.4	1.4
CC1(C2CC2)NC(=O)N(CC(=O)Nc2ccc(Cl)c([N+](=O)[O-])c2)C1=O (configuration not stated)	7.9	0.3	-27.9	1.9	1.5	9.5	2.0	3.4
CC(C)N(Cc1ccccc1)C(=O)c1ccc2c(c1)OCO2	-7.5	0.1	-16.7	?	-0.1	-46.6	39.3	8.4
O=S(=O)(Nc1cccc2ccccc12)c1ccccc1F	-44.1	2.6	0.3	-8.3	1.4	7.3	-0.8	-2.7
CCn1c(SCC(=O)NC2CC2)nnc1-c1ccc(OC)cc1	·	-0.1	6.3	?	1.6	1.4	-4.8	3.7
Cc1cccc(OCC(=O)Nc2cc(Cl)ccc2-n2cncn2)c1C	4.4	-0.2	3.5	-6.0	-0.3	·	-0.8	-2.9

Reformatted comma-delimited: part of the list above.
SMILES,EWS-Fli block,Xi reactivation,INS-1E GSIS act,DENV2 CPE,F508del corr,PAX8 inh HTS,ARNT-TACC3 inh,ERp5 block
O=C(COC(=O)Cc1ccsc1)Nc1ccc(Cl)cc1F,-2.6,0.1,-6.0,11.9,-3.5,-14.8,-11.8,-6.2
CNC[C@H]1Oc2c(cccc2N(C)C)C(=O)N([C@@H](C)CO)C[C@H]1C,2.2,-0.1,3.1,-3.3,-0.9,-4.2,-2.7,-1.5

Structures above that contain an aryl thioether with sulfur outside any ring (three):
SMILES	EWS-Fli block	Xi reactivation	INS-1E GSIS act	DENV2 CPE	F508del corr	PAX8 inh HTS	ARNT-TACC3 inh	ERp5 block
O=C(CSc1ncccn1)N1CCC(Cc2ccccc2)CC1	-11.3	0.0	-19.4	-1.0	-1.2	12.4	-1.3	-3.8
CC(=O)OCCN(C)c1cc(SC(C)C)c2nonc2c1[N+](=O)[O-]	3.8	0.2	42.7	-6.4	-5.0	23.3	5.7	0.2
CCn1c(SCC(=O)NC2CC2)nnc1-c1ccc(OC)cc1	·	-0.1	6.3	?	1.6	1.4	-4.8	3.7

Entries of single compounds from above. Screens in order: EWS-Fli block, Xi reactivation, INS-1E GSIS act, DENV2 CPE, F508del corr, PAX8 inh HTS, ARNT-TACC3 inh, ERp5 block
COc1cc(OC)cc(C(=O)N[C@H](C(=O)NC2=NCCS2)C(C)C)c1 is listed with 2.9, 0.3, ·, 16.0, 0.9, -4.0, -11.2, -5.7
Cc1cccc(OCC(=O)Nc2cc(Cl)ccc2-n2cncn2)c1C is listed with 4.4, -0.2, 3.5, -6.0, -0.3, ·, -0.8, -2.9

Remaining list, next part:
SMILES	EWS-Fli block	Xi reactivation	INS-1E GSIS act	DENV2 CPE	F508del corr	PAX8 inh HTS	ARNT-TACC3 inh	ERp5 block
CN1C(=O)/C(=C/C=C2\SCCN2C)N(C)C1=S	-123.5	0.0	-3.9	0.6	-1.0	-170.9	0.5	-4.7
CO[C@H]1CN(C)C(=O)c2ccc(NS(=O)(=O)c3ccccc3Cl)cc2OC[C@@H](C)NC[C@@H]1C	-0.7	0.1	0.4	-8.5	-0.9	·	-6.5	0.8
O=C(Nc1ccc(Br)cc1)c1cccc(-n2cnnn2)c1	-24.3	0.2	-7.5	3.9	-0.1	12.9	1.5	-0.6
Cc1ccc(CCNC(=O)Cc2ccc(NC3=NC4CS(=O)(=O)CC4S3)cc2)cc1 (configuration not stated)	-3.6	0.0	-0.5	-1.4	-1.3	3.7	-5.7	4.2
Cc1ccc(S(=O)(=O)N2C(=O)CCC2C(=O)N2CCCCC2)cc1 (configuration not stated)	7.2	0.4	3.1	-2.2	-0.1	-24.1	-9.2	6.1
COc1ccc(N2CCN(CC(=O)c3c(C)n(C)c4ccc(OC)cc34)CC2)cc1	10.6	0.0	4.1	2.0	0.8	25.4	12.2	2.7
O=C(C(=O)N1CCN(c2ccccc2F)CC1)c1ccccc1	9.3	-0.1	·	?	2.2	19.1	·	1.6
CCCNc1ncnc2[nH]ncc12	-11.6	0.0	52.2	1.5	-4.7	-3.5	0.4	-2.0
Cc1cccc(-n2c(C)nc3cc(C(=O)NCC4CCCO4)ccc32)c1 (configuration not stated)	·	0.8	1.8	-5.7	-2.6	-3.3	-2.2	-1.1
COc1cccc(NC(=O)c2cc(-c3ccc(OC)cc3OC)nc3ccccc23)c1	11.9	0.0	0.4	-4.6	-1.4	31.7	·	0.2
CCCNC(=O)N1[C@@H](CO)[C@@H](c2ccccc2)C12CN(C(=O)CC1CC1)C2	-4.1	0.2	9.5	-11.6	1.6	·	·	-1.5
C[C@H](CO)N1C[C@H](C)[C@@H](CN(C)C(=O)Nc2ccc(F)cc2)Oc2ccc(NC(=O)Cn3cnnn3)cc2CC1=O	-8.9	-0.1	14.4	·	1.2	-16.7	·	·
CCOC(=O)C1CCN(C(=O)CCc2nnc3ccc(NCCCN4CCCC4=O)nn23)CC1	-2.0	0.4	-2.1	1.6	-1.7	-1.1	-3.5	7.8
CC1(C)CC(CC(=O)NNc2nc(-c3ccccc3)cs2)C(=O)O1 (configuration not stated)	·	0.3	-11.1	·	·	-2.7	0.2	·
COc1ccccc1-c1cn(CC[C@H]2CC[C@@H](NC(=O)CCN3CCCCC3)[C@@H](CO)O2)nn1	-1.5	0.6	16.2	-1.8	2.0	-1.3	7.5	12.7
CNC(=O)c1ccccc1Nc1ccc(SC(F)F)cc1	-56.5	0.0	-17.0	8.0	-2.6	-37.2	4.6	-1.1
C/C=C/c1ccccc1[C@@H]1[C@@H](C#N)N(C(=O)c2cccnc2)[C@H]1CO	-2.0	0.0	4.4	-9.1	1.8	·	·	17.8
O=C(CSC1CC(=O)N(c2ccc(C(=O)O)cc2)C1=O)Nc1ccc(Cl)cc1 (configuration not stated)	6.4	0.5	-6.7	-3.0	0.8	2.1	0.7	1.8
O=C(OCc1cc(=O)n2cc(Br)ccc2n1)c1ccc(Cl)c(S(=O)(=O)NCc2ccccc2)c1	-41.5	0.0	3.4	-1.3	·	0.6	-1.6	-3.5
C[C@H]1CCCCO[C@@H](CN(C)C(=O)C2CCCCC2)[C@@H](C)CN([C@@H](C)CO)C(=O)c2cc(NC(=O)Nc3ccccc3)ccc2O1	10.0	0.2	-14.0	-7.6	0.1	27.8	2.4	2.7
O=C(CSc1ccc(F)cc1)NC12CC3CC(CC(C3)C1)C2	-39.9	0.4	-25.3	1.0	1.8	-27.6	0.2	2.8
Cc1occc1C(=O)N(C)Cc1nc(-c2ccc(Cl)cc2)no1	-8.5	0.2	-17.4	-2.6	-0.7	-7.2	1.6	4.8
Cc1nc(CSc2nsc(/C=C/N(C)C)c2C#N)cs1	-52.5	0.2	-2.7	0.1	-1.2	1.7	2.0	-0.5
CCOc1ccc(C2(C)CC(=O)N(C)C2=O)cc1 (configuration not stated)	16.8	0.0	4.4	-1.9	-1.5	2.5	-2.2	3.0
COc1ccc(NC(=O)Nc2cccc3c2O[C@@H](CN(C)S(=O)(=O)c2ccc(OC)cc2)[C@H](C)CN([C@H](C)CO)C3=O)cc1	-3.2	0.1	-7.3	5.5	-0.7	-4.0	-1.4	-4.9
O=S(=O)(c1ccc(Br)s1)N1CCN(c2ccc(F)cc2)CC1	5.1	0.0	17.9	-1.3	3.0	9.8	-6.6	-2.1
CCN(CC(=O)NCc1cccs1)C(=O)c1ccc(NS(=O)(=O)c2ccc(F)cc2)cc1	3.6	0.0	-14.7	?	-0.9	5.2	-1.1	-1.8
O=[N+]([O-])c1ccc2c(c1)N([O-])C1(CCCCC1)[N+]2=O	16.7	0.0	·	6.4	-1.8	22.8	·	4.0

Screens from PubChem BioAssay.
